# From PubChem BioAssay
# mouse EphA4 binding: inhibitors of EphA4 binding to KYL peptide, primary screen, biochemical, colorimetric, mouse EphA4 (AID 689); EphA4-AP binding to KYL peptide, pNPP A405; higher % means a stronger effect; inhibition, % at 10 µM; hits with a dose series show IC50 in µM; 62,000 compounds, 0.1% hits; in the data active = a potency from the dose series; inactive = the rest, 99 in 100 with inhibition below about 22%
# * marks the source's active call; other numbers are inactive results.
SMILES,mouse EphA4 binding
Cc1ccc(-n2nc3c(c2NC(=O)c2ccc(OC(C)C)cc2)CS(=O)C3)cc1 (centres undefined),-13.3%
Cn1nnnc1-c1cc(Br)ccc1NC(=O)c1ccccc1,-5.4%
Cc1cc(C)cc(NC(=O)CSc2nc3ccncc3[nH]2)c1,-7.7%
Cc1ccc(C)c(OCCCCn2cnc3ccccc3c2=O)c1,10.8%
CC1CN(c2ccc([N+](=O)[O-])cc2Cl)CCN1S(=O)(=O)c1ccccc1 (centres undefined),-12.0%
COc1ccccc1C1CC(c2ccc(Cl)cc2Cl)Nc2nc(N)nn21 (centres undefined),3.6%
Cc1nc(NC2=NC(C(=O)Nc3ccc(Cl)cc3)CC(=O)N2)nc2ccccc12 (centres undefined),-1.8%
CCOc1cc(/C=N\Nc2ccc([N+](=O)[O-])cc2)ccc1OCC(=O)Nc1ccc(C)c(C)c1,40.1%
CC(C)(C)OC(=O)N1CCC(C(=O)O)CC1,-0.1%
Cc1nc(NC(=O)c2ccco2)sc1-c1csc(Nc2ccc(Cl)cc2)n1,2.1%
CCn1ncc(/C=N\NC(=O)c2csc3ccccc23)c1C,-9.6%
CCCCCn1c(=O)c(F)cn(Cc2ccc(OC)c([N+](=O)[O-])c2)c1=O,-6.6%
Cc1cc(/C=C2\SC(=S)N(Cc3ccco3)C2=O)c(C)n1-c1cccnc1,45.5%
CCCC(=O)NS(=O)(=O)c1ccc(NC(=O)c2ccc(Cl)cc2)cc1,-4.4%
CCCCC1CC(CSc2ncn[nH]2)OC1=O (centres undefined),-2.3%
O=C(Nc1nccs1)C1CCCN1S(=O)(=O)c1ccc(Cl)cc1 (centres undefined),17.6%
CCOC(=O)N1CCC(=C(C#N)C(=O)Nc2cc(OC)ccc2OC)CC1,-12.4%
O=C(Nc1ccc2c(c1)nc1n2CCOC1)C1CCCCC1,-23.3%
O=C1Nc2ccccc2N(O)N1c1cc(-c2ccccc2Cl)no1,-14.0%
CCOc1ccc(N/C(=N/S(=O)(=O)c2ccccc2)c2ccccc2)cc1,2.5%
O=C(Nc1ccc(F)cc1)c1ccc(-c2ccccc2)cc1,-4.5%
Cc1ccc(NC2c3ncccc3C(=O)N2Cc2ccc(F)cc2)cc1 (centres undefined),-12.2%
O=c1c2ccccc2nc2n1CC/C2=C\c1ccccc1[N+](=O)[O-],4.4%
CCOC(=O)C1C(=O)C=C(c2ccc(NS(C)(=O)=O)cc2)CC1c1ccco1 (centres undefined),-7.0%
CCCCn1c(=O)c(-[n+]2ccccc2)c([O-])c2ccccc21,-11.2%
COc1cc(C(=O)NCc2ccccn2)ccc1OCc1c(C)noc1C,-0.1%
CC(C)c1ccc(N(C(=O)c2csnn2)C(C(=O)NC(C)(C)C)c2ccncc2)cc1 (centres undefined),4.3%
CC(=O)c1cccc(NC(=O)CN(c2ccc(C)cc2)S(=O)(=O)c2cccc3nonc23)c1,-3.2%
CCOC(=O)c1c(NC(=O)CN(CC)CC)sc2c1CCC2,-2.3%
O=C1NC(=O)N(c2ccc(Cl)cc2)C(=O)/C1=C/c1cc(Br)c(O)c([N+](=O)[O-])c1,4.1%
COc1cc(/C=C2/C(=O)ON=C2C)ccc1OCc1ccccc1F,9.6%
Cn1c(=O)[nH]c(=O)c2c1nc(OC(=O)c1ccccc1)n2CC(O)COc1ccc(F)cc1 (centres undefined),1.0%
Cc1cc(NS(=O)(=O)c2ccc(NC(=O)c3cc(-c4cccnc4)nc4ccc(Cl)cc34)cc2)no1,-14.0%
Cc1cc(C=C2C(=O)NC(=O)NC2=O)c(C)n1-c1ccc(Cl)cc1,-18.4%
Cc1cccc2c1N(CCCOc1ccc(C(C)(C)C)cc1)C(=O)C2=O,-9.3%
Cc1cccc(C)c1NC1=NC(=S)N(c2ccccc2)C12CCOC(C)(C)C2 (centres undefined),-2.1%
CCOc1c2ccc(C(=O)NC3CCCc4ccccc43)cc2nn1C (centres undefined),-2.8%
CCCOC(=O)NC(CC)COC(=O)Nc1cc(C)ccc1C (centres undefined),-2.1%
O=C(C1CCN(S(=O)(=O)c2cccnc2)CC1)N1CCN(c2cccc(Cl)c2)CC1,-0.7%
O=P(COCC1CCCO1)(c1ccccc1)c1ccccc1 (centres undefined),-4.4%

# 4 of the compounds above, as labelled records.
CC(C)c1ccc(N(C(=O)c2csnn2)C(C(=O)NC(C)(C)C)c2ccncc2)cc1 (centres undefined)
  mouse EphA4 binding: 4.3%
O=C(Nc1ccc(F)cc1)c1ccc(-c2ccccc2)cc1
  mouse EphA4 binding: -4.5%
CCOc1cc(/C=N\Nc2ccc([N+](=O)[O-])cc2)ccc1OCC(=O)Nc1ccc(C)c(C)c1
  mouse EphA4 binding: 40.1%
Cc1cccc2c1N(CCCOc1ccc(C(C)(C)C)cc1)C(=O)C2=O
  mouse EphA4 binding: -9.3%

# (next part)
SMILES,mouse EphA4 binding
Cc1cccc(-n2nc(C)cc2N)c1,-16.7%
O=C(CN1C(=O)/C(=C/c2ccccc2)SC1=S)Nc1nccs1,0.3%
CCCOC(=S)NC(=O)c1sc2ccccc2c1Cl,-2.8%
O=C(Nc1ccc(S(=O)(=O)Nc2nccs2)cc1)c1ccc2ccccc2c1,7.4%
CCOc1ccc(C(O)c2nccn2Cc2ccccc2)cc1 (centres undefined),-0.3%
CCc1ccccc1NC(=O)C1NC(=O)CC1c1ccccc1 (centres undefined),-3.1%
CCOC(=O)N1CCN(C(=O)c2cc(S(=O)(=O)N3CCCC3)cn2C)CC1,3.9%
CN1CCN(c2oc(-c3ccco3)nc2S(=O)(=O)c2ccccc2)CC1,-10.3%
Cc1cc(C(=O)CN(Cc2ccc(F)cc2)S(=O)(=O)c2ccc3c(c2)OCCO3)c(C)n1C,-7.5%
Cc1cccc(NC(=S)NNC(=S)NCc2ccccc2)c1,-21.9%
O=C(NCc1ccc2c(c1)OCO2)c1cccc(C(=O)NCc2ccc3c(c2)OCO3)c1,-4.7%
CCC(C)C1NC(=S)N(C2CCCCC2)C1=O (centres undefined),-6.1%
O=C(COc1cc(O)c2c(=O)cc(-c3ccccc3)oc2c1)c1ccccc1,-12.5%
COC(=O)c1sccc1-c1ccc(C(=O)Nc2ccccc2)o1,-11.0%
O=C(C1CCN(S(=O)(=O)c2cccc3nsnc23)CC1)N1CCN(c2ccccc2F)CC1,-10.5%
O=C(CSc1nnc(-c2ccccn2)n1Cc1ccco1)Nc1ccc2c(c1)OCO2,-16.7%
CCOC(=O)c1cc(C#N)c(SCC(=O)c2cc(C#N)c(SC)nc2C)nc1C,-21.0%
Cc1ccsc1/C=C1\SC(N2CCOCC2)=NC1=O,-5.8%
CC1=C(C(=O)OC(C)C)C(c2c[nH]c3ccccc23)n2ncnc2N1 (centres undefined),-11.1%
Clc1cccc(Cl)c1/C=C/c1nc2ccccc2[nH]1,-7.3%

# A portion from further up, for reference:
SMILES,mouse EphA4 binding
Cc1cccc(-n2nc(C)cc2N)c1,-16.7%
O=C(CN1C(=O)/C(=C/c2ccccc2)SC1=S)Nc1nccs1,0.3%

# Given with bars between the fields: entries from further up
SMILES | mouse EphA4 binding
O=C(CN1C(=O)/C(=C/c2ccccc2)SC1=S)Nc1nccs1 | 0.3%
COC(=O)c1sccc1-c1ccc(C(=O)Nc2ccccc2)o1 | -11.0%
O=C(NCc1ccc2c(c1)OCO2)c1cccc(C(=O)NCc2ccc3c(c2)OCO3)c1 | -4.7%
Cc1ccsc1/C=C1\SC(N2CCOCC2)=NC1=O | -5.8%
CCCOC(=S)NC(=O)c1sc2ccccc2c1Cl | -2.8%

# More entries follow:
SMILES,mouse EphA4 binding
COc1cccc(OC)c1C(=O)NCC12CC3CC(C1)CC(CNC(=O)c1c(OC)cccc1OC)(C3)C2,26.4%
CC(=O)c1cccc(N(CC(=O)N2CCCCC2)S(C)(=O)=O)c1,5.8%
O=C(CSc1ccccn1)Nc1nc2ccc(Br)cc2s1,4.2%
CCN(CC)C(=O)c1sc(NC(=O)Cc2cccs2)c(C#N)c1C,-3.9%
COc1ccc(-n2nnc3c(=O)n(Cc4cc(C)ccc4C)cnc32)cc1,8.5%
Cc1cc2nc(SCC(=O)N(C)C)c3c(c2cc1C)CCCC3,-1.1%
COc1ccc(-c2nc(NC(=O)c3ccccc3)sc2-c2ccc([N+](=O)[O-])cc2)cc1,49.9%
Cc1ccc2cccc(NS(=O)(=O)c3ccccc3)c2n1,-2.6%
CCOC(=O)C1(P(=O)(c2ccccc2)c2ccccc2)CCOCC1,-6.8%
CCOC(=O)C1CCN(Cc2cnc(NC(=O)OC)s2)CC1,-10.5%
O=C(NC1CCCC1)C1CCCN(S(=O)(=O)c2cnc[nH]2)C1 (centres undefined),-1.1%
COc1cccc(N2C(=O)c3ccc(C(=O)NN4C(=O)c5ccccc5C4=O)cc3C2=O)c1,3.7%
CCc1nnc(NC(=O)CN2CCN(C(=O)c3ccccc3)CC2)s1,5.2%
COc1ccc(CNC(=O)Nc2cccc3ccccc23)cc1,-4.4%
O=C(CSc1ncn[nH]1)Nc1ccc2c(c1)OCCO2,-3.3%
COC(=O)C(C(=O)OC)C(C)C(C(=O)OC)C(=O)OC,-8.6%
CC(C)CC(NC(N)=O)C(=O)OCC(=O)NC(=O)NC1CCCC1 (centres undefined),-16.6%
Cn1c(-c2ccc3ccccc3n2)nc2cnccc21,-13.0%
COc1ccc(NC(=O)N2CCCC2C(=O)Nc2ccc(C)cc2)cc1 (centres undefined),-18.1%
COc1ccc(C(=O)OC(C)CN2CCN(C)CC2)cc1OC (centres undefined),-2.4%
O=C(Nc1ccccc1C(F)(F)F)N1CCN(C(c2ccccc2)c2ccccc2)CC1,2.2%
CCOC(=O)c1ccc(N2C(=O)c3ccc(C(=O)Nc4ccccc4C(=O)O)cc3C2=O)cc1,-10.7%
O=C(CSc1nnc(-c2ccc(O)cc2)n1Cc1ccco1)c1ccccc1,-10.6%
Cc1cc(=O)oc2cc(OCc3ccc(Cl)c(Cl)c3)ccc12,-3.9%
O=C(Nc1ccc(N2CCOCC2)cc1)c1cccc(Cl)c1Cl,-2.1%
Cn1c(=O)c2[nH]c(CN(Cc3ccccc3)Cc3ccccc3)nc2n(C)c1=O,-5.3%
CCOC(=O)C(NCCCCl)c1ccccc1 (centres undefined),1.9%
Cc1ccc(CNC(=O)C(=O)NCc2cccnc2)cc1,10.9%
CN1CCN(S(=O)(=O)c2ccc(SCCOc3ccccc3)nc2)CC1,-13.7%
COc1ccc(-c2ccc(=O)n(CC(=O)Nc3nnc(C(C)C)s3)n2)cc1OC,-9.0%
CCNc1nc(C)nc2c1oc1ccccc12,2.2%
CSc1cccc(NC(=O)/C=C/c2ccccc2)c1,6.0%
CCCN1CCC(N(C)CCc2ccc(OC)c(OC)c2)CC1,-9.8%
Clc1ccc(-c2cnc3n2CCC3)cc1,-11.2%
O=C(c1cc(-c2ccco2)on1)N1CCCc2ccccc21,2.2%
Cc1ccc(C)c(N2CCN(C(=O)Cn3cccc3)CC2)c1,-7.5%
Cc1ccccc1OCC(=O)N/N=C/c1ccc(Sc2nc3ccccc3s2)o1,1.6%
CCc1ccc(CSc2nccn2-c2ccccc2)cc1,-20.2%
COc1ccc(C(=O)Nc2nc(N)n(-c3ccccc3)n2)cc1OC,5.9%
Cc1ccc(OC(=O)C(C)c2cccc(C(=O)c3ccccc3)c2)cc1 (centres undefined),8.4%

# 2 entries from above in another layout.
mouse EphA4 binding	mol
5.9%	COc1ccc(C(=O)Nc2nc(N)n(-c3ccccc3)n2)cc1OC
-5.3%	Cn1c(=O)c2[nH]c(CN(Cc3ccccc3)Cc3ccccc3)nc2n(C)c1=O

# (next part)
SMILES,mouse EphA4 binding
COc1ccccc1C(=O)Oc1cc(N)n(S(=O)(=O)c2ccc(C)cc2)n1,20.3%
CCc1ccccc1NC1=C(Cl)C(=O)N(c2ccc(OC)cc2)C1=O,-5.3%
CCC(CC)c1nnc(NC(=O)CCN2C(=O)c3ccccc3C2=O)s1,-10.9%
COc1ccc2oc(=O)c(C(=O)Nc3cccc(Cl)c3)cc2c1,-17.0%
CC1CCCC(NC(=O)c2n[nH]c(=O)c3ccccc23)C1C (centres undefined),-14.1%
O=C1c2ccccc2NC(c2ccc(Cl)c(Cl)c2)N1Cc1ccccc1 (centres undefined),7.9%
CN(C)S(=O)(=O)Oc1cccc(C(=O)Nc2ccc(Cl)cc2)c1,-3.8%
CCOC(=O)Cc1c(C)nc2c(-c3ccccc3)c(-c3ccccc3)[nH]n2c1=O,1.0%
O=C(Nc1cc(Cl)cc(Cl)c1)C(NCCO)c1ccccc1 (centres undefined),-6.0%
C=CCOn1c(=O)c(C)[n+]([O-])c2ccccc21,-0.1%
CCOC(=O)c1c(NC(=O)C2CCCCC2)sc2c1CCC2,-6.5%
Cc1ccc(-c2nc3ccccc3[nH]2)cc1NC(=O)c1sc2ccccc2c1Cl,-11.6%
Cc1noc(C)c1COc1ccc(C(=O)OCC(=O)NC(=O)C2COc3ccccc3O2)cc1 (centres undefined),3.0%
N/C(=N\OC(=O)Cc1ccc(-c2ccccc2)cc1)c1cccnc1,-2.0%
COc1cccc(C(=O)O/N=C(\N)c2ccc([N+](=O)[O-])cc2)c1OC,-3.1%
COc1ccccc1CN1C(=O)[C@@H]2C(CC(N)=O)NC3(C(=O)Nc4c3ccc(Cl)c4C)[C@@H]2C1=O (some centres undefined),-3.1%
CN(C)Cc1nc2ccccc2c(=O)n1Cc1nc(-c2cc3ccccc3o2)cs1,-7.1%
CC1=CC(C)(C)N(C(=O)c2ccccc2)c2ccccc21,-18.7%
CC(=O)N(/N=C1\Sc2ccccc2C1=O)c1ccc(C)cc1C,-11.1%
COc1ccc(C(=O)Nc2ccccc2C(=O)N/N=C/c2ccccc2OC)cc1,-5.1%
c1ccc(CCn2nnnc2C(c2cccnc2)N2CCN(c3ccccc3)CC2)cc1 (centres undefined),-5.4%
O=c1cc(C(F)(F)F)[nH]c(=O)n1C1CCCCC1,14.3%
O=C(O)c1ccccc1C(=O)OCCCCOC(=O)c1ccccc1C(=O)O,-0.3%

# An excerpt; rates above refer to the full screens.
